D3 ag – activates the human D3 dopamine receptor | P35462 | D3R DiscoveRx beta-arrestin cells, luminescence, 90 min | max activation, % | actives 0.58% (n = 410,000); in the data active = max activation above about 30%; also: 0% is about no effect; mostly tested at two doses, the higher about 12 µM
Target sequence (P35462 whole entry, looked up): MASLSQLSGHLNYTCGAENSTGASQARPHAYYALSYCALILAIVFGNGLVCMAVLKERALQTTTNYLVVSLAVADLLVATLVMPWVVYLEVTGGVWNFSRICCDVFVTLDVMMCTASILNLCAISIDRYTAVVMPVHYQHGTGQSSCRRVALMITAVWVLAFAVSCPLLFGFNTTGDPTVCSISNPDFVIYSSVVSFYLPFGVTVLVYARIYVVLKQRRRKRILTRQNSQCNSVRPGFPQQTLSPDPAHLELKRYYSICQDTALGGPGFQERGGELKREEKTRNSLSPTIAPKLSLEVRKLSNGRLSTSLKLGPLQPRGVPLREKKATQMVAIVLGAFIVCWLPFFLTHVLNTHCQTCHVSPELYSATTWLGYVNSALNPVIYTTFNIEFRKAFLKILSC
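Agonist mode: compounds and dopamine controls were applied to plated cells for 90 min at 37 degrees C after an overnight attachment at 1500 cells/well. Luminescent read-out followed 30 - 60 minutes at room temperature with DiscoveRx detection reagent.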
Abeta yeast res – compounds reversing amyloid beta toxicity in yeast; actives 0.063% (n = 410,000); yeast expressing A-beta42, growth rescue, OD600, 48 h; response scale: 0% DMSO, 100% iron-clioquinol control; Potency, µM (highest dose often 46.1 µM), for the others: at the highest dose growth rescue, hits mostly activators; also: potency is read from the fitted curve at half-maximal effect; nearly all actives have a fitted effect of over 55% in size
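Growth rescue measured by 600 nm absorbance after 48 h yeast culture at 30 C with compound. Values normalized between DMSO and an equimolar ferric chloride plus clioquinol control.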
FUS suppressor – rescues growth of FUS-expressing yeast | S. cerevisiae FUS-expressing, growth rescue, OD600, 24 h | Potency, µM (doses to about 76.6 µM), inactives show top-dose growth rescue (activation), hits mostly activators | actives 0.24% (n = 390,000) | AID 1347120;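 also: potency is read from the fitted curve at half-maximal effect; plate controls were DMSO vehicle for no effect and reference control for full effect; nearly all actives have a fitted effect of over 55% in size; some results filed as inactive show a strong effect at the top dose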
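Yeast FUS proteinopathy model; galactose-induced FUS (2%), starting OD 0.005. Cpds in dilution series, 24hr, 30C, 99% humidity. Abs 600 nm growth. Pos ctrl CP55940 (top 92uM final); neg ctrl DMSO.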
aSyn yeast inh – rescues yeast growth from alpha-synuclein toxicity; Yeast expressing alpha-synuclein, growth rescue, BacTiter-Glo, 24 h; Potency, µM (top dose mostly 46.1 µM), for the others: top-dose growth rescue (activation), most hits filed as activators; actives 0.14% (n = 370,000); also: potency is read from the fitted curve at half-maximal effect; % of control where 0% means no effect; nearly all actives have a fitted effect of over 65% in size
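Galactose-induced alpha-syn yeast (OD600=0.02, raffinose-pregrown) + pinned cpd, 24 hr, 30 deg C; growth by BacTiter-Glo luminescence. Growth restoration scores as activation.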
EPAC2 ag – EPAC2 (human) agonism; Q8WZA2; EPAC2 activation, biochemical qHTS; response scale: 100% = 6.5 mM cAMP response; Potency, µM (series often up to 154 µM), for the others: at the top dose activation, most hits filed as activators; actives 0.079% (n = 360,000); also: potency is read from the fitted curve at half-maximal effect; nearly all actives have a fitted effect of over 50% in size
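In this primary screen, activation is scored as increased exchange of BODIPY-GDP from Rap1B by 100 nM EPAC2, with 50 uM GDP as competitor. Signal is normalized to the 6.5 mM cAMP agonist control.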
DRD3 antagonist – antagonists of human D3 dopamine receptor. P35462. D3R cells, DiscoveRx beta-arrestin luminescence, antagonist mode; active compounds read low. max response, negative = inhibition, %. actives 2.5% (n = 360,000). AID 652054; in the data active = max response below about -50%; inconclusive = no clear call, values can overlap the other calls; also: % is scaled to controls: 0 for no effect and ±100 for the full control effect; mostly tested at two doses, the higher about 12 µM
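Cells expressing the human receptor were seeded at 1500 cells/well, incubated overnight at 37 degrees C in 5% CO2, then exposed to library compounds with dopamine controls for 90 minutes at 37 degrees C before luminescent detection.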
EPAC2 antag – antagonists of human EPAC2; Q8WZA2; EPAC2 GEF exchange of Rap1B-BODIPY-GDP, fluorescence; Potency, µM (titrated, usually from 114 µM), without a hit: top-dose activity, negative = inhibition, actives largely listed as inhibitors; actives 0.18% (n = 360,000); also: potency is read from the fitted curve at half-maximal effect; % is scaled to controls: 0 for no effect and ±100 for the full control effect; nearly all actives have a fitted effect of over 45% in size; many of its hits are not listed in these tables
TDP43 rescue – rescues yeast growth from TDP-43 toxicity. TDP-43 expressing yeast growth rescue, BacTiter-Glo, 24 h. Potency, µM (titrated, usually from 46.1 µM), without a hit: at the top dose growth rescue (activation), usual class: activators. actives 1.8% (n = 410,000). AID 652104; also: potency is read from the fitted curve at half-maximal effect; % of control where 0% means no effect; nearly all actives have a fitted effect of over 50% in size
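Readout is BacTiter-Glo luminescence of cell growth, so inhibitors register as activators. TDP-43-expressing yeast at OD600=0.02 in galactose medium, after raffinose pregrowth to mid-log, were incubated with compound for 24 hr at 30 deg C.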
* = called active by the depositor; ? = inconclusive; / = no result given; & = joins results of further samples; [ ] = dose if it differs, or a comment. Unless noted, calls follow the shape of the dose curve; as a rule, active = well fitted curve in the direction sought with a large enough effect; inconclusive = small, poorly fitted or top-dose-only effect, or another doubt; inactive = no such curve, though single readings can be large; an effect the other way counts as inactive or inconclusive. These rows are one share of the data, so the mix of outcomes need not match the whole.

Value order: D3 ag, Abeta yeast res, FUS suppressor, aSyn yeast inh, EPAC2 ag, DRD3 antagonist, EPAC2 antag, TDP43 rescue
O=c1c(Cl)c(NCc2ccco2)cnn1C12CC3CC(CC(C3)C1)C2
→ 10, 5%, 9%, 18%, 8%, 6, -1%, 0%
Cc1cc(NC(=O)CSCC(=O)Nc2nc3c(C)cccc3s2)no1
→ -19, 4%, 17%, -3%, -1%, -21, -1%, 4%
Cc1cc(-c2nnc(CCC(=O)N(CC3CCC3)CC3CCCO3)o2)no1 (stereo unspecified)
→ -2, -5%, 4%, -2%, 2%, -1, 10%, 0%[9.22 µM]
Cn1c(=O)oc2cc(S(=O)(=O)N3CCCC(C(=O)Nc4ccc(Br)cc4F)C3)ccc21 (stereo unspecified)
→ -2, -4%, -22%, /, /, /, /, 3%
COc1ccc(NC(=O)C2(N(CC(C)C)C(=O)Cn3nnnc3N)CCCCC2)cc1
→ -2, -7%, 34%, -8%, -1%, 3, 0%, -11%
COc1ccc(C(=O)N2CCCc3ccccc32)cc1OC
→ -4, -18%, 14%, -6%, 5%, ?, -4%, -12%
Cc1ccc(N(CC(=O)NCc2ccc(F)cc2)S(=O)(=O)c2c(C)n[nH]c2C)cc1
→ 1, -11%, 22%, 9%, 2%, -15, 3%, -18%
COC(=O)c1cc(=O)n(Cc2ccc(OC)c(OC)c2)c(=Nc2ccc(F)cc2)s1
→ -1, -2%, ?, 12%, 7%, -13, 10%, 8%
CN1CCC(N(C)C(=O)c2sc3cc(F)ccc3c2Cl)CC1
→ -7, -7%, -1%, -6%, 5%, -28, -7%, 6%
O=C(Nc1nc2ccc(Cl)cc2s1)C1CC1
→ 3, 12%, -13%, -11%, 5%, -12, -4%, 26%
Cc1ccc(C)c(N2CCN(C(=O)NCc3noc4ccccc34)CC2)c1
→ 7, 29%, 19%, /, /, /, /, 40%
Cc1ccc(C(=O)Nc2ccc3c(c2)N(C)C(=O)c2ccccc2S3)cc1
→ -7, 4%, ?, /, /, /, /, ?
Cc1nc2c(-c3ccccc3)c(C)nn2c(C)c1CCC(=O)NCc1ccccc1Cl
→ 7, -10%, -9%, /, /, /, /, 0%
Cc1nn(Cc2ccccc2Cl)c(C)c1NC(=O)Cn1nc([N+](=O)[O-])c(Cl)c1C
→ 3, 15%, -6%, -18%, -4%, -19, 4%, 3%
NC(=O)NC1NC(=O)NC1=O (stereo unspecified)
→ -12&12, -1%, -17%, ?, 5%, -27, 3%, 14%
O=C(NCc1ccccc1)C1CCN(S(=O)(=O)Cc2ccccc2)CC1
→ 3, -23%, -6%, /, /, /, /, 3%
O=C(Nc1c(C(=O)N2CCN(c3ccccn3)CC2)oc2ccccc12)c1cccc([N+](=O)[O-])c1
→ -4, 9%, 5%, -12%, 10%, -5, 2%, 3%
C=CCNC(=O)C1CC(=O)N(c2ccc(C)cc2)C1 (stereo unspecified)
→ 1, -3%, -20%, -2%, 6%, -7, 16%, 2%
CCS(=O)(=O)N1CCC(C(=O)NCCc2ccc(OC)c(OC)c2)CC1
→ -10, 0%, 6%, -16%, 2%, -19, -1%, -13%
COc1ccccc1NC(=O)CSc1nc2ncccc2[nH]1
→ -13, -8%, 30%, 3%, 4%, ?, 14%, -21%

Next part, overlapping the part above by 4 compounds.
Value order: D3 ag, Abeta yeast res, FUS suppressor, aSyn yeast inh, EPAC2 ag, DRD3 antagonist, EPAC2 antag, TDP43 rescue
O=C(Nc1c(C(=O)N2CCN(c3ccccn3)CC2)oc2ccccc12)c1cccc([N+](=O)[O-])c1
→ -4, 9%, 5%, -12%, 10%, -5, 2%, 3%
C=CCNC(=O)C1CC(=O)N(c2ccc(C)cc2)C1 (stereo unspecified)
→ 1, -3%, -20%, -2%, 6%, -7, 16%, 2%
CCS(=O)(=O)N1CCC(C(=O)NCCc2ccc(OC)c(OC)c2)CC1
→ -10, 0%, 6%, -16%, 2%, -19, -1%, -13%
COc1ccccc1NC(=O)CSc1nc2ncccc2[nH]1
→ -13, -8%, 30%, 3%, 4%, ?, 14%, -21%
Cc1cc(=O)n2nc(N3CCCC(C(=O)NCCCN4C(C)CCCC4C)C3)sc2n1 (stereo unspecified)
→ 6, 3%, 8%, -1%, -2%, 11, 7%, 15%
CCOC(=O)c1ccc(N2C(=O)c3[nH]nc(-c4ccc(OC)cc4)c3C2c2ccccc2Cl)cc1 (stereo unspecified)
→ -7, -7%, 4%, /, /, /, /, 14%
CCCCN(CCCNC(=O)C1CCCN(S(=O)(=O)CCC)C1)Cc1ccccc1 (stereo unspecified)
→ 1, -7%, -15%, 8%, -3%, 3, 10%, 9%
O=C(CCNS(=O)(=O)c1ccccc1F)NCc1ccc2c(c1)OCO2
→ 3, 16%, 14%, 1%, -2%, -7, 3%, 1%
O=C(CN1C(=O)C2CCCCN2c2ccc(C(=O)N3CCCC3)cc21)NCc1cccc(Cl)c1 (stereo unspecified)
→ 6, -23%, 27%, /, /, /, /, 0%[9.22 µM]
CC1(C)NC(=O)N(CC(O)COc2ccccc2C(=O)N2CCCCC2)C1=O (stereo unspecified)
→ 4, 10%, -12%, -6%, -27%, 18, 7%, 15%
CCOC(=O)c1c(NC(=O)c2ccccc2C)sc2c1CC(C)(C)OC2
→ 17, 13%[9.22 µM], -2%, 2%, -8%, 41, -7%, -6%
O=S1(=O)CC2N=C(N(Cc3ccc(F)cc3Cl)c3ccccc3F)SC2C1 (stereo unspecified)
→ -12, 2%, /, 3%, -18%, -10, 11%, 15%
CCc1c(O)nc(SCc2nc3ccccc3c(=O)[nH]2)[nH]c1=O
→ 4, 1%, 3%, -2%, 10%, 3, 1%, 5%
CCC(Cc1ccccc1)NC(=O)CN1C(=O)COc2ccc(S(=O)(=O)N3CCCCCC3)cc21 (stereo unspecified)
→ -10, -5%, -7%, /, /, /, /, 11%
Cc1cc(NC(=O)CSc2nc3ccsc3c(=O)n2NC(=O)c2ccccc2)no1
→ -6, 23%, ?, -3%, 4%, ?, -7%, -6%
Cc1ccc(Nc2c(-c3cccnc3)nc3ccc(Br)cn23)cc1
→ 0&-3, 6%&-12%, -17%&-30%, 3%, -1%, 6, -28%, 13%&20%
Cc1cc(=O)[nH]c(SCC(=O)N2CCC(C(N)=O)CC2)n1
→ -8, -2%, 16%, -2%, 5%, -9, 8%, -19%
CCOC(=O)c1sc(=S)n(Cc2ccccc2)c1C
→ -4, 7%, 20%, 28%, 14%, 5, -6%, 17%
COc1ccc(OC)c(NC(=O)CCc2c(C)nn(-c3ccc(N4CCCC4)nn3)c2C)c1
→ 8, 2%, 17%, /, /, /, /, 10%
COC(=O)c1[nH]c(C)c(/C(O)=C2\C(=O)C(=O)N(CCCN3CCOCC3)C2c2ccccn2)c1C (stereo unspecified)
→ -3, -6%, 4%, 7%, 0%, -10, -5%, 7%
COc1ccc(OCC(=O)Nc2ccc(C(=O)OCc3cc(=O)n4nc(C)sc4n3)cc2)cc1
→ -8, -15%, -15%, /, /, /, /, -3%
COc1ccc(NCC(=O)N2CCCC2)cc1Cl
→ -14, -12%, -26%, -1%, 2%, -2, -1%, 17%
O=C(CCN1CCCCC1)N/N=C/c1c[nH]c2ccccc12
→ -7, 1%, 6%, 3%, 4%, 2, 4%, 2%
COC(=O)CSc1nnc(-c2ccco2)n1Cc1ccco1
→ 1, 12%, 12%, -3%, 2%, 11, 4%, 12%

Following part
Molecule	D3 ag	Abeta yeast res	FUS suppressor	aSyn yeast inh	EPAC2 ag	DRD3 antagonist	EPAC2 antag	TDP43 rescue
COc1cc([N+](=O)[O-])ccc1NC(=O)Nc1ccc2c(c1)OCCO2	-14	-7%	-24%	-1%	17%	-14	-5%	4%
CC(C)(C)NC(=O)CN(Cc1cccs1)C(=O)CCC(=O)Nc1nccs1	0	13%	7%	1%	7%	3	-4%	-15%
Cc1nc(-c2ccc(C(=O)Nc3ccc(F)cc3)cc2)cs1	2	-7%	11%	0%	6%	8	-6%	6%
CCOc1ccc(NC(=O)Cc2c(O)c3ccccc3[nH]c2=O)cc1	-13	-5%	48%	5%	0%	-63*	-10%	-2%
O=C(Nc1cccc(-c2cnc3ccccc3n2)c1)c1ccccc1	9	25%	13%	1%	0%	47	-5%	-5%
c1ccc(C2=NC(c3ccccc3)CC2)cc1 (stereo unspecified)	1	7%	-22%	4%	-1%	10	-9%	?
CC(C)C[C@H](NC(=O)c1nc[nH]c1C(=O)NCc1ccc(CNC(=O)OC(C)(C)C)cc1)C(=O)OCc1ccccc1	12	10%	38%	1%	-11%	40	-22%	17%
O=C(c1cc2ccccc2o1)N1CCN(S(=O)(=O)c2ccc(F)c(F)c2F)CC1	4	11%	-15%	2%	0%	11	1%	18%
CSc1ccccc1-c1nnc(NC(=O)Cc2ccccc2)o1	6	-16%	12%	0%	-2%	-26	-13%	-6%
O=C(/C=C/[C@H]1O[C@@H](n2cnc3c(NC(=O)c4ccccc4)ncnc32)[C@H](O)[C@@H]1O)NCc1ccco1	-3	-7%	-2%	-7%	2%	-2	19%	?
Cn1c(CC(=O)Nc2ccccc2C(F)(F)F)c(Sc2ccccc2)c2ccccc21	1	5%	/	11%	-9%	3	-2%	0%
Cc1ccccc1-c1nc(CS(=O)(=O)CC(=O)NCCCN2C(C)CCCC2C)c(C)o1 (stereo unspecified)	2	2%	-1%	0%	8%	14	-5%	22%

Screening data deposited in PubChem BioAssay by National Center for Advancing Translational Sciences (NCATS).
